# Screens (PubChem BioAssay)
# EBNA-1 inh: EBNA-1 DNA-binding inhibitors, primary screen, biochemical, fluorescence polarization; inhibition, % at 14.8 µM; 300,000 compounds, 0.34% hits; AID 1950, 2009; in the data active means inhibition above about 28%
# Efflux pump mplx: inhibitors of Candida efflux pumps in yeast, primary screen, S. cerevisiae, Nile Red, multiplex; S. cerevisiae Candida pump triplex; inhibition, % at 10 µM; 330,000 compounds, 0.44% hits; AID 485275, 2010;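 active means plate passing quality check with inhibition over a set limit, or well fluorescence over plate mean plus 4 SD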;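 further: Nile Red retained in pooled yeast measured as flow cytometry median fluorescence; 0% = buffer negative control and 100% = Enniatin B positive control; higher means more Nile Red kept so more efflux inhibition; some compounds called inactive have numbers as strong as hits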
# PP1 inh: PP1-alpha phosphatase inhibitors, primary screen, counter-screen for PP5 inhibitor project, biochemical, fluorescence, OMFP substrate, single point; 320,000 compounds, 0.9% hits; Serine/threonine-protein phosphatase PP1-alpha catalytic subunit (Homo sapiens), P62136; inhibition, % at 6.7 µM; purified PP1alpha;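 active means inhibition above the mean inhibition of all tested compounds plus 3 SD, computed separately for each screening campaign, cut at about 15% in these data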
# PP5 primary: PP5 phosphatase inhibitors, primary screen, biochemical, fluorescence; Serine/threonine-protein phosphatase 5 (Homo sapiens), P53041; purified PP5c, OMFP substrate fluorescence; inhibition, % at 6.7 µM; 320,000 compounds, 0.18% hits;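 active means inhibition above the campaign's mean inhibition across all tested compounds plus 3 SD, cut at about 9.5% in these data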;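 further: 0% = DMSO only and 100% = 100 µM cantharidin control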
# Target sequence (P53041 whole entry, looked up): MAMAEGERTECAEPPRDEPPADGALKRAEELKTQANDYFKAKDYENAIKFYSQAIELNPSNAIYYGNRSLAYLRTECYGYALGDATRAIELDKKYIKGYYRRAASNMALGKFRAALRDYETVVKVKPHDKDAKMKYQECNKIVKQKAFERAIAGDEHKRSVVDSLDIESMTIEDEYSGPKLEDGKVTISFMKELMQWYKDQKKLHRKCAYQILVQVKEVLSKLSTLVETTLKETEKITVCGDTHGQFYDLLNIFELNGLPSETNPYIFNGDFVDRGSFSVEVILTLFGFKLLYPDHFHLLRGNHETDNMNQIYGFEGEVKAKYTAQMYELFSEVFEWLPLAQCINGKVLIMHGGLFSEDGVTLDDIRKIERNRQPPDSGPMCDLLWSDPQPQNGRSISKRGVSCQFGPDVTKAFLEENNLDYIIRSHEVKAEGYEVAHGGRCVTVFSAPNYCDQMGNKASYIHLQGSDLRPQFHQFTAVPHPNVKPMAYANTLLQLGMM
# TPT1 inhibitor: Candida albicans TPT1 enzyme inhibitors, primary screen, biochemical, fluorescence polarization | tRNA 2'-phosphotransferase TPT1 (Candida albicans SC5314) | recombinant caTPT1, FP RNA substrate dephosphorylation | inhibition, % at 5 µM | 300,000 compounds, 0.81% hits;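 active means inhibition above the mean of all tested compounds plus 3 SD, set per screening campaign, cut at about 24% in these data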;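 further: plate controls were DMSO alone for no effect and ferristatin control at 100 nM for full effect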
# CTSL1 counter: Fasciola hepatica cathepsin L1 inhibitors, primary screen, counter-screen for PFM18AAP inhibitor project, biochemical, QFRET, fluorogenic peptide substrate; 300,000 compounds, 0.49% hits; recombinant F. hepatica cathepsin L1, Z-Leu-Arg-MCA fluorescence; inhibition, % at 5.96 µM;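 active means inhibition above the mean of all tested compounds plus 3 SD, set per screening campaign, cut at about 17% in these data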;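 further: 0% = plate median of test compound wells and 100% = 1 µM Z-Phe-Ala-diazomethylketone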
# PREPL inh: PREPL enzyme inhibitors, primary screen, biochemical, fluorescence polarization; 320,000 compounds, 0.68% hits; AID 2751, 2010; Prolyl endopeptidase-like (Homo sapiens), Q4J6C6; recombinant PREPL, fluorescence polarization activity-based probe; inhibition, % at 5.96 µM; in the data active means inhibition above about 43%;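 further: 0% = enzyme with DMSO and 100% = wells lacking enzyme; many of its hits are not listed in these tables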
# HCV core dimer: inhibitors of HCV core protein dimerization, primary screen, biochemical, TR-FRET, high-throughput | 300,000 compounds, 0.33% hits | inhibition, % at 5 µM | TR-FRET GST/Flag-core106 dimerization, 1536-well | AID 1899, 2009;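 active means inhibition above the mean of all tested compounds plus 3 SD, set per screening campaign, cut at about 45% in these data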
#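 Assay system: GST-tagged and Flag-tagged HCV core protein residues 1-106 / Times: compound-protein-antibody incubation 4 h at 22.5 °C / Signal: time-resolved FRET, ex 340 nm, em 617 and 671 nm / Evaluation: % inhibition based on acceptor/donor emission ratio / Benchmarks: wells lacking GST-core106 and wells with excess unlabelled core106 / Repeats: singlicate, one well per compound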
# ZTA DNA inh: blocks Epstein-Barr virus ZTA, an EBNA-1 counter-screen; P03206; ZTA-DNA binding, fluorescence polarization; 320,000 compounds, 0.15% hits; inhibition, % at 11 µM; in the data active means inhibition above about 33%
# Target sequence (P03206 whole entry, looked up): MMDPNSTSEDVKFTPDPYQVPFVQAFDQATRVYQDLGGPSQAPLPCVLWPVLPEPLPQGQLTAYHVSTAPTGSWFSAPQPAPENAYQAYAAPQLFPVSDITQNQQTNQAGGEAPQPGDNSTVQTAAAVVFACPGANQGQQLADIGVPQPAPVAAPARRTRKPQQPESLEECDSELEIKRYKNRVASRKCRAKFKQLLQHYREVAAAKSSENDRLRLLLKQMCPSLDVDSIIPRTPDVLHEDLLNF
# Active calls of the source: *; . = not tested or not shown. Only part of the results is shown. The share of hits here may be higher or lower than overall.
# A first look (4 entries):
SMILES,EBNA-1 inh,Efflux pump mplx,PP1 inh,PP5 primary,TPT1 inhibitor,CTSL1 counter,PREPL inh,HCV core dimer,ZTA DNA inh
COC(=O)Cn1c(C)nc2c(sc3nc(C)cc(C)c32)c1=O,6.4,0.0,-2.1,-3.0,-0.6,3.4,8.8,-2.4,0.4
CCOc1ccc(C(=O)NCCCN2CCOCC2)cc1OCC,-0.7,0.1,-0.5,1.5,2.0,-1.5,0.1,0.2,-10.4
COc1cc(OC)cc(C(=O)OCCNC(=O)Cn2cnc3c2c(=O)n(C)c(=O)n3C)c1,8.9,-0.1,-0.5,0.0,-0.7,0.8,-5.1,-1.0,7.5
CN1CCN(C(=O)C2CCN(c3ncnc4c3nc3n4CCCCC3)CC2)CC1,-0.9,0.4,0.2,-0.7,-2.7,-0.1,-1.8,-3.4,-8.4

# All compounds of this part (from the top)
SMILES,EBNA-1 inh,Efflux pump mplx,PP1 inh,PP5 primary,TPT1 inhibitor,CTSL1 counter,PREPL inh,HCV core dimer,ZTA DNA inh
COC(=O)Cn1c(C)nc2c(sc3nc(C)cc(C)c32)c1=O,6.4,0.0,-2.1,-3.0,-0.6,3.4,8.8,-2.4,0.4
CCOc1ccc(C(=O)NCCCN2CCOCC2)cc1OCC,-0.7,0.1,-0.5,1.5,2.0,-1.5,0.1,0.2,-10.4
COc1cc(OC)cc(C(=O)OCCNC(=O)Cn2cnc3c2c(=O)n(C)c(=O)n3C)c1,8.9,-0.1,-0.5,0.0,-0.7,0.8,-5.1,-1.0,7.5
CN1CCN(C(=O)C2CCN(c3ncnc4c3nc3n4CCCCC3)CC2)CC1,-0.9,0.4,0.2,-0.7,-2.7,-0.1,-1.8,-3.4,-8.4
C/C(=N\NC(=O)c1cc(C)nc2ccccc12)c1cccs1,6.0,0.0,1.7,-2.3,5.0,1.3,-3.9,4.4,4.4
COc1ccc(N(C(=O)c2ccccc2OC)C2C=CS(=O)(=O)C2)c(OC)c1 (centres undefined),4.8,0.1,-6.5,1.1,-3.0,0.2,5.8,-1.7,-3.6
CC(c1ccco1)N(C(=O)COc1ccc(Cl)cc1)c1ccccn1 (centres undefined),0.6,-0.3,0.0,-0.2,-7.1,-1.4,15.2,-2.6,-12.2
N/C(Cc1cccs1)=N\OC(=O)COc1ccc(Br)cc1,-7.3,-0.2,1.1,5.2,-3.2,-10.2,-17.9,-3.7,-7.0
Cc1ccc(NC(=O)CN2CCN(Cc3ccccc3)CC2)cc1,2.1,0.0,-0.4,1.9,3.9,-2.0,-14.9,-3.2,-7.4
O=C(c1cc(-c2cccs2)nn1-c1ccccc1)N1CCN(S(=O)(=O)c2ccccc2)CC1,-5.6,-0.1,8.8,0.7,1.6,2.4,-3.9,7.0,-14.7
CCC(CC)COC(=O)C1=C(C)NC(=O)NC1c1cccc([N+](=O)[O-])c1 (centres undefined),10.0,-0.1,4.5,2.2,-1.0,4.8,15.8,8.7,9.8
COc1cc(C(=O)N2CCN(C(=O)CC(C)C)CC2)cc(OC)c1OC,1.2,0.1,2.1,-1.1,2.6,-1.8,4.4,-8.7,-14.0
Nc1c(C(=O)NCc2ccccc2)nnn1Cc1ccccc1,-2.2,0.0,-1.4,-1.0,-2.7,-1.8,3.7,-1.7,0.9
O=C(NCCCN1CCOCC1)[C@@H]1CSC2c3ccccc3C(=O)N21 (some centres undefined),-1.2,0.0,-6.8,1.0,-1.8,-3.6,-1.2,-4.2,2.6
CCCN(CCC)C(=O)Cn1c(=O)c2ccccc2n2c(=S)sc(-c3ccccc3C)c12,11.3,-0.1,2.6,-0.1,4.8,0.8,7.2,-3.8,-1.1
Cc1ccc(S(=O)(=O)N2CCOCC2)cc1NC(=O)c1cccc(S(=O)(=O)N2CCCC2)c1,-2.2,0.1,0.8,-2.8,2.0,-2.9,3.6,-0.9,7.0
O=C(Nc1cccc(F)c1)C1CCN(C(=O)NCc2ccccc2)CC1,-10.7,0.5,-3.6,2.7,0.2,0.3,7.7,-3.5,-6.5
Cc1ccc(C)c(COc2coc(CN3CCN(C(=O)c4ccco4)CC3)cc2=O)c1,-4.1,0.1,-7.7,4.3,1.5,4.6,8.2,0.6,-2.1
Cc1nnc(C)n1N1C(=O)c2cccc3cccc(c23)C1=O,2.6,0.2,-3.0,-0.2,3.1,-1.4,-7.2,-4.8,-4.5
CCOc1ccc(NC(=O)CN(C)C(=O)CCCOc2ccc(Cl)c(C)c2)cc1OCC,-13.8,0.1,-5.9,4.6,0.0,-0.6,14.7,-1.8,-4.7
CCn1cc(/C=C/C(=O)Nc2ccn(Cc3c(F)c(F)cc(F)c3F)n2)cn1,1.8,-0.1,2.1,1.1,-3.0,9.1,-6.4,6.3,5.3
c1ccc(CCCc2nc(-c3ccccn3)no2)cc1,-15.6,0.1,-4.3,-1.9,2.1,4.7,-2.2,-1.2,-8.2
COc1ccc(S(=O)(=O)N(CCC(N)=O)Cc2ccco2)cc1OC,3.0,0.1,-8.4,-1.8,0.4,-2.5,4.2,2.7,-5.8
Fc1ccccc1Cc1noc(CN(Cc2ccccn2)CC2CCCO2)n1 (centres undefined),-2.2,-0.1,2.4,0.3,-6.0,3.3,50.8*,-1.4,-11.9
CC(CN1CCCCC1)OC(=O)COc1ccc(Cl)cc1 (centres undefined),-12.3,0.2,3.2,3.9,0.0,-3.1,5.6,-8.2,-7.7
COCCN1C(=O)c2cc(C(=O)Nc3ccc(C)c(F)c3)ccc2C1Nc1ccc(C)c(F)c1 (centres undefined),8.8,0.2,-2.4,0.0,-1.0,2.5,0.9,17.1,10.0
CCN(C(=O)COC(=O)CNC(=O)c1ccc(F)cc1)C1CCS(=O)(=O)C1 (centres undefined),2.8,-0.1,-1.4,1.0,-1.1,-14.2,0.6,1.7,0.9
Cc1cc(C)nc(/N=C2\NC(=O)CC(C(=O)O)N2c2ccc(C)c(C)c2)n1 (centres undefined),0.0,0.0,-5.1,-0.6,-7.0,-3.5,-3.3,3.1,-7.9
COCCNC(=O)C(C)OC(=O)c1nsc(Cl)c1Cl (centres undefined),1.5,-0.1,0.5,0.6,-3.3,-3.5,3.3,-2.5,13.7
CCOc1ccccc1NC(=O)NCc1ccccc1F,7.9,0.2,-2.3,5.1,1.4,2.5,12.1,-15.7,-3.9
O=C(CS(=O)(=O)c1cn(Cc2ccccc2Cl)c2ccccc12)N1CCOCC1,9.6,0.0,-2.9,1.2,-0.7,-11.2,17.9,3.8,-2.7
CC(Oc1ccc(Cl)cc1Cl)C(=O)Nc1ccc(O)cc1 (centres undefined),-2.4,-0.1,-2.1,4.2,3.3,1.1,0.9,3.3,9.0
COCCN1C(=O)N(c2cccc(C)c2)C(=O)C1CC(=O)Nc1ccc(F)cc1 (centres undefined),2.8,-0.2,-2.1,2.0,-2.8,-0.6,-8.5,-1.3,-28.5
CCn1ccnc1CNCc1ccc(OCC(O)CN(C)Cc2ccccc2)cc1 (centres undefined),5.0,-0.1,-6.9,-1.4,-3.8,-1.5,-1.1,-4.7,-13.0
CCC(C#CCN1CCOCC1)(CC)OCCC#N,1.9,0.0,-2.1,0.9,2.6,0.4,8.2,-1.0,2.0
O=C1CC(C(=O)O)(c2ccccc2)c2cccc(F)c21 (centres undefined),-6.5,0.2,0.0,4.0,0.0,-3.7,5.2,-0.7,1.6
CCN(CC)C(=O)c1cc(C(C)(C)C)c(O)c(C(C)(C)C)c1,2.7,0.3,0.9,-7.7,-0.5,-8.0,0.1,-6.8,5.0
C[C@H]1CC[C@]2(O[C@H](CCO)C[C@@H](O)[C@@H]2O)O1,4.2,-0.1,1.1,2.4,2.8,-3.9,-3.6,-6.0,-7.4
CCOCCCNC(=O)Cn1nc(-c2ccccc2)ccc1=O,4.6,0.1,-0.9,-0.1,0.1,-0.6,3.1,2.2,-12.3
NC1=NC(=O)C(CC(=O)Nc2ccc3c(c2)OCO3)S1 (centres undefined),-7.7,0.0,6.6,1.4,-6.8,1.0,-2.3,12.2,-27.9
CCC1=C(OC(=O)N(CC)CC)N2C(=O)OC(=NCCc3c[nH]c4ccccc34)[C@]2(C)[C@H]2C1=CC[C@H]1C(=O)N(CC)C(=O)[C@H]12,-5.3,0.3,3.1,5.1,0.1,-2.0,11.3,-6.3,-10.4
C#CCOCCOCCOCCNc1nc(N2CCN(C(=O)C(Cc3ccc(O)cc3)n3cc(C(N)CC(C)C)nn3)CC2)nc(N2CCN(C(=O)C(Cc3cc4ccccc4[nH]3)n3cc(C(N)Cc4ccc(O)cc4)nn3)CC2)n1 (centres undefined),2.3,0.0,16.9*,1.7,0.3,-2.1,52.3*,-2.7,0.5
C=Cn1c(C(=O)O)ccc1-c1ccc(CC)cc1,8.8,-0.1,1.8,-1.5,0.5,2.4,-12.4,-0.9,6.5
COc1cccc(-n2c(N)cc(=O)nc2SCC(=O)N2CCN(c3ccccc3)CC2)c1,9.5,-0.1,1.1,0.7,-6.3,2.5,13.7,1.2,10.7
Cc1ccc(-c2ocnc2C(=O)N2CCOCC2)cc1,-11.6,0.2,-1.8,1.4,1.0,-1.8,-9.3,-4.8,-12.4
O=C(CNC(=O)c1ccc(-c2ccccc2)cc1)OCc1c(Cl)cccc1Cl,14.9,-0.1,1.1,2.7,-0.4,-1.6,-4.0,5.7,-9.1
O=C(O)c1ccn(CSc2cc(Cl)ccc2Cl)n1,.,0.1,-0.1,1.8,.,.,-3.1,.,-2.1
COc1ccc(OC)c(NC(=O)c2c(NC(=O)CCC(=O)O)sc3c2CCCCC3)c1,1.5,1.4,1.4,2.8,4.0,-0.5,6.0,9.7,-11.1
O=S(=O)(NCc1ccncc1)c1ccccc1,7.4,-0.1,-0.4,-1.2,-1.4,0.8,4.6,-1.9,19.7
COc1cc(/C=N/n2nnnc2N)ccc1OCc1c(C)no[n+]1[O-],-8.0,2.5,-1.7,1.6,-3.4,-1.5,-4.8,2.0,-4.4
C1CN(CC2CCN(c3nc4nonc4nc3N3CCSCC3)CC2)CCO1,-7.3,0.0,-2.3,-0.4,0.2,6.9,7.3,-4.3,-10.2
CC(C)Nc1nc(NC(C)C)nc(OCCOC(=O)Nc2ccccc2)n1,12.1,-0.1,-8.4,0.6,-1.0,-0.1,1.4,-1.2,15.1
CCOC(=O)c1ncn2c1C(=O)OC2(C)C,16.1,0.0,0.7,-1.1,-1.6,3.1,4.1,-6.6,16.0
NC(=O)C1CCCN(C(=O)c2ccc(Cl)cc2)C1 (centres undefined),3.5,-0.1,-2.2,0.3,-0.9,3.5,-1.9,21.2,0.8
COc1ccc(OC)c(CC(=O)Nc2cc(S(=O)(=O)N3CCCCC3)ccc2C)c1,.,0.1,-3.0,-0.5,.,.,1.6,.,9.8
